High-throughput results from PubChem.
Gli-Sufu antag – Gli-Sufu pathway antagonists, primary screen, luciferase luminescence, Sufu-KO-LIGHT cells, uHTS; AID 588413, 2011; actives 0.74% (n = 340,000); Sufu-KO-LIGHT fibroblasts, Gli luciferase reporter luminescence; inhibition, % at 5 µM;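 active means inhibition above about 55%, limit read from the data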;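 further: 0% = DMSO-treated cells and 100% = wells with medium but no cells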
EBI2 antag – EBI2 receptor antagonists, beta-arrestin recruitment, primary screen, cell-based, luminescence, 7a,25-OHC stimulation, uHTS; G-protein coupled receptor 183 (Homo sapiens), P32249; 7a,25-OHC stimulated; inhibition, % at 5 µM; actives 0.81% (n = 360,000); AID 651636, 2012; in the data active means inhibition above about 38%;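 further: enzyme fragment complementation signal reports receptor beta-arrestin coupling in cells; 0% = agonist plus DMSO wells and 100% = wells without agonist; some results beyond the cut were filed as inactive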
CCR6 antagonist – CCR6 receptor antagonists, primary screen, cell-based, CHO-K1, luminescence, beta-arrestin, uHTS | C-C chemokine receptor type 6 (Homo sapiens), P51684 | CHO-K1 CCR6 PathHunter beta-arrestin, CCL20-stimulated | inhibition, % at 20 µM | actives 0.49% (n = 340,000);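 active means compounds whose inhibition of the agonist-driven luminescence signal at 20 µM reaches about 50%, limit read from the data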;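 further: cells stimulated with CCL20 at 14 nM final; plate controls were DMSO with CCL20 for no effect and DMSO without agonist for full effect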
Target sequence (P51684 whole entry, looked up): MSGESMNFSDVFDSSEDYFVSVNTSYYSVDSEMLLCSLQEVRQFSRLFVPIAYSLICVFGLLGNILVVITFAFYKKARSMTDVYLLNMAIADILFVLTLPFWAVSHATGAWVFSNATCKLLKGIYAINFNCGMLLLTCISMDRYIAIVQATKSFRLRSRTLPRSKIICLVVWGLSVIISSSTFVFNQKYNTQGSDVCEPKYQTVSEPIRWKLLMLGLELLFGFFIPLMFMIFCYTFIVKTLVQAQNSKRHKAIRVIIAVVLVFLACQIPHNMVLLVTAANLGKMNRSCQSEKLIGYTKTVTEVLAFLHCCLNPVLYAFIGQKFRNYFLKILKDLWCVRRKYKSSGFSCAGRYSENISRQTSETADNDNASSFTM
* = called active by the depositor. This is a subset; count on the stated rates, not on these rows.

A first look, 2 compounds:
`CC1(C)OC2CC(=O)OCC23C1CC(=O)C1(C)C3CCC2(C)C(c3ccoc3)OC(=O)C3OC321` (centres undefined) gave EBI2 antag 3.
`COc1ccc(C(=O)CC(=O)c2ccc(C(C)(C)C)cc2)cc1` gave Gli-Sufu antag 24, EBI2 antag 8 and CCR6 antagonist -8.

Main list, from the first entry:
`CC1(C)OC2CC(=O)OCC23C1CC(=O)C1(C)C3CCC2(C)C(c3ccoc3)OC(=O)C3OC321` (centres undefined) gave EBI2 antag 3.
`COc1ccc(C(=O)CC(=O)c2ccc(C(C)(C)C)cc2)cc1` gave Gli-Sufu antag 24, EBI2 antag 8 and CCR6 antagonist -8.
`CCOc1ccccc1C(N)=O` gave Gli-Sufu antag 5, EBI2 antag 2 and CCR6 antagonist -11.
`CC(=O)c1ccc2c(c1)N(CCCN(C)C)c1ccccc1S2` gave Gli-Sufu antag 7, EBI2 antag -4 and CCR6 antagonist 15.
Screening CC12CCC(CC1)C(C)(C)O2 returned Gli-Sufu antag -47, EBI2 antag 0 and CCR6 antagonist 5.

Retrieved one by one from the list above:
`CC(=O)c1ccc2c(c1)N(CCCN(C)C)c1ccccc1S2` gave Gli-Sufu antag 7, EBI2 antag -4 and CCR6 antagonist 15.
`COc1ccc(C(=O)CC(=O)c2ccc(C(C)(C)C)cc2)cc1` gave Gli-Sufu antag 24, EBI2 antag 8 and CCR6 antagonist -8.
